Source: PubChem (several laboratories)
STK33 kinase inh: blocks human STK33 kinase activity. 0.073% of 320,000 active. purified STK33, MBP phosphorylation, ADP-Glo luminescence. inhibition, % at 10 µM;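 active = inhibition at or above 25%, using the most active replicate where run in duplicate; inactive = inhibition below 25%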
OX1R FRET antag: blocks the human orexin 1 receptor; O43613; OX1R-expressing cells, FRET antagonist read-out; inhibition, % at 6.6 µM; 1.8% of 330,000 active; AID 485270; in the data active = inhibition mostly above about 38%, no sharp cut-off; inactive = mostly below about 40%;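 note: 0% = agonist challenge alone and 100% = reference antagonist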
KCNQ2 block: KCNQ2 potassium channel inhibitors, primary screen, cell-based, CHO-K1, FluxOR thallium flux, B-score (AID 2156). 20 min; active compounds read low. B-score at 10 µM. 1.1% of 310,000 active;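 active = fluorescence ratio B-score at most minus 3 library SDs, with starting brightness B-score within 2 library SDs, cut at about -5.5 in these data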
Target sequence (O88943 whole entry, looked up): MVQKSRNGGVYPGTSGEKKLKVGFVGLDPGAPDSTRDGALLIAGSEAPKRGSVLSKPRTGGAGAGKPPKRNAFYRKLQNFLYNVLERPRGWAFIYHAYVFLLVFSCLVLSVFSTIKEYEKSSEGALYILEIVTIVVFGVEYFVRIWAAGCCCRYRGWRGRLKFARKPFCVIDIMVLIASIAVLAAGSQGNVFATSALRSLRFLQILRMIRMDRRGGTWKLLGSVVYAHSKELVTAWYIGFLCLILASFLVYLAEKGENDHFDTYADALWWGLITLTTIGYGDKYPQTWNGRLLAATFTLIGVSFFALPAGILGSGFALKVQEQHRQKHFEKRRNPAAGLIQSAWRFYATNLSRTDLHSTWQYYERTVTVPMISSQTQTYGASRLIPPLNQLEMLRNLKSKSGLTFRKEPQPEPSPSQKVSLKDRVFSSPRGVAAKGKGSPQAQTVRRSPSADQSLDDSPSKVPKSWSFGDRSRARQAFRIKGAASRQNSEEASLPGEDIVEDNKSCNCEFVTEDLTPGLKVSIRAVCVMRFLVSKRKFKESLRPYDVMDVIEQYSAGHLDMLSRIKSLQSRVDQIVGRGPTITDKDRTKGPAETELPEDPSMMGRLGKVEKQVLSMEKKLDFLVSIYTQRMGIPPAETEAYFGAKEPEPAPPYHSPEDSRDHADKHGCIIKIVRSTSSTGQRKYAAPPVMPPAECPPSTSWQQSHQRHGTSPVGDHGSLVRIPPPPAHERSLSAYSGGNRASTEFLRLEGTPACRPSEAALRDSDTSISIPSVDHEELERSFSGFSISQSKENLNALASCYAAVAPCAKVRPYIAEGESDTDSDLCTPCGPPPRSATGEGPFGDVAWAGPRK
Starred values were filed as active, the others as inactive; i = inactive; x = not tested or not shown.

compound | STK33 kinase inh | OX1R FRET antag | KCNQ2 block
CCCOC(=O)C1NC(=O)N2C(C(=O)OCCC)C(C)(C)S[C@H]12 (stereo not given in full) | -0.2 | 8.6 | i
COc1ccc(C(=O)Nc2ccc(NS(=O)(=O)c3ccccc3)cc2)cc1OC | -0.7 | 4.0 | i
COC(=O)c1ccc(NC(=O)CSc2nncn2C)cc1 | -0.5 | 20.6 | i
Cc1nnc2c(-c3ccccc3)nc3ccccc3n12 | 2.5 | 55.6 | i
CCN(CC(=O)NCc1cccs1)C(=O)COc1cccc(C(F)(F)F)c1 | -1.5 | 3.1 | x
Cc1ccc(C)c2[nH]c(=O)c(CCNC(=O)Cc3cccs3)cc12 | -1.0 | 10.0 | i
COCCn1c(=S)[nH]c2cc(C(=O)N3CCN(c4ccccc4OC)CC3)ccc2c1=O | -1.0 | 7.7 | x
O=C(CN1CCN(C(=O)c2ccco2)CC1)Nc1ccccc1-c1ccccc1 | 0.0 | 23.5 | i
N=C1/C(=C/c2cccs2)C(=O)N=C2SN=C(SCc3ccccc3)N12 | -0.1 | 9.6 | i
CCC(=O)Oc1ccc(NC(=O)CSCc2ccccc2)cc1 | -1.1 | 10.7 | i
CCCN1C(=O)S/C(=C\c2ccc(N3CCOCC3)o2)C1=O | 2.4 | 15.1 | i
COC(=O)COc1ccc(S(=O)(=O)Nc2ccc(C(N)=O)cc2)cc1Cl | 0.5 | 21.5 | i
CCn1c(C)nnc1SCC(=O)Nc1cccc(Cl)c1 | 0.1 | 15.2 | i
Cc1nnc(Nc2ccc(C(=O)N3CCOCC3)cc2)c2ccccc12 | 0.8 | 27.9 | i
O=C(c1sc2cc([N+](=O)[O-])ccc2c1Cl)N1CCOCC1 | 0.3 | 74.8* | i
O=C(Nc1cc(-c2nn(CC(=O)N3CCCCC3)c(=O)c3ccccc23)ccc1N1CCOCC1)c1ccc(Cl)cc1 | -4.6 | 15.6 | i
COC(=O)c1[nH]c2ccccc2c1NC(=O)CCN1CCSCC1 | -1.6 | 10.1 | i
Cc1ccc(S(=O)(=O)N2CCCN(S(=O)(=O)c3ccc4c(c3)OCCO4)CC2)cc1 | -0.4 | 10.0 | i
CC1(C)CC(=O)c2sc(NC(=O)c3ccco3)nc2C1 | -0.9 | 18.7 | i
O=C(Nc1ccc2c(c1)C(=O)N(CC1CCCO1)C2=O)c1cccc(Br)c1 (stereo not given) | -1.9 | 11.2 | i
COc1cc(/C=C/C(=O)O)cc(S(=O)(=O)N(CC(C)C)CC(C)C)c1OC | 0.8 | 17.9 | i
CC(/C=C1\SC(=Nc2cccnc2)NC1=O)=C\c1ccccc1 | -1.2 | 18.2 | i
COc1ccccc1S(=O)(=O)Cc1ccc(C(=O)N2CCN(c3ccc(C)cc3)C(C)C2)o1 (stereo not given) | -0.8 | 5.2 | -6.57*
COc1cc(/C=C2/SC(=Nc3ccc(O)cc3)NC2=O)cc(OC)c1O | 1.0 | 16.5 | i
Cc1cc2c(c(=O)n1CCN(C)C)C(c1ccccc1Br)C(C#N)=C(N)O2 (stereo not given) | -1.8 | 8.8 | i
COc1ccc(C(=O)NCCc2nnc3ccc(SCC(=O)Nc4ccccc4)nn23)cc1 | -2.2 | 6.2 | i
COC(=O)Cc1csc(NC(=O)CSc2nncn2C)n1 | -1.3 | -1.6 | x
Cc1cc2nc(-c3ccco3)cc(C(F)(F)F)n2n1 | -1.7 | 11.9 | i
CCn1c2ccccc2c2cc(NC(=O)COC(=O)C3CCC(=O)N3)ccc21 (stereo not given) | -0.8 | 9.5 | i
O=c1cc(N2CCN(c3cccc(Cl)c3)CC2)[nH]c(=O)n1C1CCCCC1 | 0.6 | 8.5 | i
CCOC(=O)C1CCCN(C(=O)CNS(=O)(=O)c2ccc(Br)s2)C1 (stereo not given) | -1.5 | 12.4 | i
COc1ccc(-c2nc(CS(=O)(=O)CC(=O)Nc3cccc(C(C)=O)c3)c(C)o2)cc1 | -1.3 | 4.2 | i
Cn1c(N)c(C(=O)COC(=O)c2ccco2)c(=O)n(C)c1=O | -0.9 | 23.8 | i
CCOC(=O)C1(Cc2ccccc2)CCN(Cc2ccc3c(c2)OCCO3)CC1 | -0.6 | 37.5 | i
CCOC(=O)C(=O)Nc1cc(C(=O)OC)cc(C(=O)OC)c1 | 0.6 | 20.9 | i
CC(C)NC(=O)COC(=O)/C=C/c1ccco1 | -0.3 | 18.4 | i
CCOCc1nnc(NC(=O)c2cccs2)s1 | 0.7 | 22.2 | i
O=C(COC(=O)c1cc(=O)[nH]c2ccccc12)Nc1ccc(F)cc1F | -1.1 | 6.2 | x
COCCNC(=O)c1ccccc1N(Cc1ccccc1)S(=O)(=O)c1ccc(C)cc1 | 0.9 | 19.5 | i
COc1ccc(N2CCN(CCCNC(=O)C(=O)c3c(C)[nH]c4ccccc34)CC2)cc1 | -2.9 | 8.8 | i
CCSc1nc2c(c(=O)[nH]c(=O)n2C)n1Cc1ccc(Cl)cc1 | -1.0 | 6.2 | x
O=C(CCN1CCN(CCO)CC1)Nc1ccc(C2CCCC2)cc1 | -1.3 | 18.0 | i
CC(C)[C@H](N)C(=O)NC[C@H](CC(=O)NC[C@H]1CC[C@H](C(=O)O)CC1)c1ccc(Cl)cc1 | -2.0 | -0.7 | i
CCN1C(=O)[C@H]2[C@@H](c3ccc(-c4ccc(Cl)c(Cl)c4)cc3)N[C@@](Cc3ccccc3)(C(=O)OC)[C@H]2C1=O | 0.5 | 23.0 | i
CC(NC(=O)c1ccnn1C)C1CCCO1 (stereo not given) | -0.4 | 2.1 | i
O=c1n(Cc2ccccc2)nc2n1-c1ccccc1SC2 | 0.9 | 7.8 | i
CNc1nc(SCc2ccccc2)nc(N2CCOCC2)n1 | 0.6 | 11.8 | i
Cc1noc(C)c1NC(=O)N(C)C[C@H]1Oc2ccc(NC(=O)Nc3ccccc3)cc2C(=O)N([C@H](C)CO)C[C@@H]1C | -1.2 | 0.5 | x
CC1CCCC(n2c(=S)[nH]c3ccccc3c2=O)C1C (stereo not given) | -1.3 | 22.1 | i
COc1ccc(S(=O)(=O)C(C#N)c2nc3ccccc3nc2N2CCCCC2)cc1 (stereo not given) | -0.4 | 17.0 | i
Cc1ccccc1CN1CCN(S(=O)(=O)c2cccc3nsnc23)CC1 | -2.3 | 20.4 | i
COc1ccc(C2C(C(C)=O)=C(Nc3ccccc3)CC(C)(O)C2C(C)=O)cc1OC (stereo not given) | -1.1 | 11.9 | i
O=C(Cc1cccc([N+](=O)[O-])c1)Nc1cccc(C(=O)N2CCCC2)c1 | -2.1 | 6.6 | x
CCN(CC)S(=O)(=O)c1cc(NC(=O)CCNC(=O)c2ccco2)ccc1C | -0.2 | 10.2 | i
CCOc1ccc(S(=O)(=O)c2cn(C)c3cc(OC)c(OC)cc3c2=O)cc1 | -1.1 | 6.3 | i
Cc1nnc(SCC(=O)NCC(=O)Nc2ccc(F)c(F)c2F)n1Cc1ccccc1 | -1.4 | 1.2 | i
C/C(Cl)=C/Cn1c(SC(C)C)nc2c1c(=O)[nH]c(=O)n2C | -1.5 | 23.4 | x
C/C(=N\Nc1ccccc1[N+](=O)[O-])c1ccccc1O | -0.4 | 24.1 | i
CC(NC(=O)c1cc(COc2ccc3ncccc3c2)on1)c1ccc(F)cc1 (stereo not given) | -0.8 | 56.3 | i
COCCCNC(=O)CN1C(=O)COc2ccc(S(=O)(=O)N3CC(C)CC(C)C3)cc21 (stereo not given) | -3.7 | 1.1 | i

Going on with the list.
compound | STK33 kinase inh | OX1R FRET antag | KCNQ2 block
Cc1occc1-c1nnc(SCC(=O)O)n1-c1ccccc1 | 2.7 | 5.4 | i
COC(=O)c1ccc(-c2ccco2)n1Cc1cccc(C)c1 | 0.0 | 12.4 | i
Cc1cc(C(=O)NNS(=O)(=O)c2ccc(C(C)(C)C)cc2)nn1C(C)(C)C | 1.1 | -1.8 | i
CCc1ccc(N2C(=O)C3C4C=CC(CC4)C3C2=O)cc1 (stereo not given) | -0.6 | 16.1 | i
CNC(=O)COC(=O)c1[nH]c(C)c(C(C)=O)c1C | 19.1 | 12.7 | i
O=C1NC(=Nc2ccc(F)cc2)CS1 | 2.7 | 9.6 | i
O=C(CCl)Nc1cccc(Oc2cnccn2)c1 | -1.0 | 12.3 | i
COc1ccccc1N(CC(=O)Nc1c(C)n(C)n(-c2ccccc2)c1=O)S(=O)(=O)c1ccc(C)cc1 | -0.7 | 19.8 | i
CCOC(=O)c1c(C)[nH]c(C)c1S(=O)(=O)N(C)CC(=O)Nc1cccc(C)c1 | 0.8 | 9.3 | i
CCOc1ccc(C(=O)Nc2nnc(C)s2)cc1OCC | -0.5 | 17.2 | i
COC(=O)C1=C(N)OC2=C(C(=O)CCC2)C1c1cccnc1 (stereo not given) | -1.7 | -5.3 | i
Cc1ccc(S(=O)(=O)NCC(=O)N(CC(=O)NCC2CCCO2)C2CCCC2)cc1 (stereo not given) | 11.3 | 21.6 | i
O=C(CN1C(=O)CCS(=O)(=O)c2ccccc21)NCc1ccccc1 | 0.0 | 16.5 | i
CC1(C)Cc2nc(N3CCOCC3)c(C#N)cc2CO1 | 0.3 | 12.2 | i
CCOC(=O)N1CCN(c2c(NCCc3ccc(OCC)c(OCC)c3)c(=O)c2=O)CC1 | -0.7 | 5.1 | i
Cc1ccc(C(=O)N2CCCC(C(=O)Nc3cccc(-c4ccc(F)cc4)c3)C2)cn1 (stereo not given) | -0.4 | 8.5 | i
O=C(COC(=O)c1cc([N+](=O)[O-])ccc1N1CCOCC1)c1ccc(F)cc1 | 0.3 | 24.9 | x
COc1ccc(C(=O)NC(Cc2ccc(OC(=O)c3ccc(OC)cc3)cc2)C(=O)O)cc1 (stereo not given) | -0.9 | 7.3 | i
CCN(CC)C(=O)COc1ccc2c(-c3ccc(OC)cc3)cc(=O)oc2c1 | -0.3 | 28.2 | i
CCOC(=O)CN1C(=O)C(O)(CC(=O)c2ccco2)c2ccccc21 (stereo not given) | 0.5 | -5.3 | i
O=S(=O)(CCc1nc2ccccc2s1)c1ccc2ccccc2c1 | -0.7 | 45.3 | i
CC(=O)N1CCN(C(=O)CNC(=O)c2ccc(Br)o2)CC1 | 0.9 | 17.9 | i
Cc1ccc(C(=O)NCc2ccc3c(c2)OCO3)c(C)c1 | -1.9 | -13.9 | i
CC1CCCN(C(=O)COC(=O)Cn2cnc3ccccc32)C1 (stereo not given) | -0.2 | 10.7 | x
CCCCc1nc2cc(Cl)ccc2o1 | -0.8 | 13.1 | i
CC1=Nc2ccccc2/C1=C/c1nc(-c2ccc(C)s2)oc1O | 0.4 | 15.8 | i
COc1cccc2cc(C(=O)Oc3ccc(NC(C)=O)cc3)c(=O)oc12 | -0.7 | 50.1 | i
O=C(CN1C(=O)NC2(CCOc3ccccc32)C1=O)NCc1ccccc1 (stereo not given) | -1.5 | 0.9 | x
CCN(CC)c1ccc(NC(=O)Nc2ccccc2)cc1 | -1.5 | 8.0 | i
Cc1cc(C)c(C#N)c(SC2CCCCC2=O)n1 (stereo not given) | -1.2 | 1.6 | i
COc1ccccc1Nc1nc2ccccc2[nH]1 | 1.7 | 18.1 | i
Cc1cccc(NC(=O)CSc2nc3ccc(NC(=O)CSc4nnnn4-c4ccccc4)cc3s2)c1C | 0.2 | 12.7 | x
CCc1nnc(NC(=O)c2cc(-c3ccccn3)nc3ccccc23)s1 | -1.8 | 17.6 | i
O=C(Cn1c(=O)c2sccc2n(Cc2cccc([N+](=O)[O-])c2)c1=O)NCCc1ccccc1 | -0.8 | 20.1 | i
COc1ccc(C(C2C(=O)CC(C)(C)CC2=O)C2C(=O)CC(C)(C)CC2=O)cc1 | -1.3 | 7.1 | i
COC(OC)c1ccc(C#N)c(SCc2ccc(C)cc2)n1 | -0.3 | 1.4 | i
CCOC(=O)c1c(C)[nH]c(C(=O)COC(=O)CCS(=O)(=O)c2ccc(C)cc2)c1C | 0.4 | 21.3 | i
COc1ccc(OCC(=O)Nn2c(-c3ccc(OC)cc3)nc3ccccc3c2=O)cc1 | 0.0 | 20.9 | i
COc1ccc(S(=O)(=O)N2CCOC2CNC(=O)C(=O)NCc2ccco2)cc1C (stereo not given) | -0.2 | 18.2 | i
COc1ccc2c(c1)c(=O)oc1cc(OCC(=O)N3CCC(C)CC3)ccc12 | -0.1 | 6.4 | i
COCCn1c(SCC(=O)c2ccccc2)nc2c(c1=O)SC(C)C2 (stereo not given) | -0.9 | 2.6 | i
C=CCN1C(=O)NC(c2ccc(OC)cc2)(C(F)(F)F)S/C1=C(\C#N)c1nnc(N2CCOCC2)n1-c1ccccc1 (stereo not given) | -2.1 | 11.6 | i
CC(=O)Nc1ccc(-c2cc(C(=O)O)c3ccc(C)cc3n2)cc1 | -0.5 | 7.8 | i
Cc1nnc(SCC(=O)Nc2ncc3c(n2)CC(C)(C)CC3=O)s1 | -0.9 | 5.7 | i
CC(C(=O)N1CCc2ccccc21)n1cnc2c1c(=O)n(C)c(=O)n2C (stereo not given) | -1.1 | 1.2 | x

Molecules shown so far that have a thiophene ring, fused or not, in the order listed:
compound | STK33 kinase inh | OX1R FRET antag | KCNQ2 block
CCN(CC(=O)NCc1cccs1)C(=O)COc1cccc(C(F)(F)F)c1 | -1.5 | 3.1 | x
Cc1ccc(C)c2[nH]c(=O)c(CCNC(=O)Cc3cccs3)cc12 | -1.0 | 10.0 | i
N=C1/C(=C/c2cccs2)C(=O)N=C2SN=C(SCc3ccccc3)N12 | -0.1 | 9.6 | i
O=C(c1sc2cc([N+](=O)[O-])ccc2c1Cl)N1CCOCC1 | 0.3 | 74.8* | i
CCOC(=O)C1CCCN(C(=O)CNS(=O)(=O)c2ccc(Br)s2)C1 (stereo not given) | -1.5 | 12.4 | i
CCOCc1nnc(NC(=O)c2cccs2)s1 | 0.7 | 22.2 | i
CC1=Nc2ccccc2/C1=C/c1nc(-c2ccc(C)s2)oc1O | 0.4 | 15.8 | i
O=C(Cn1c(=O)c2sccc2n(Cc2cccc([N+](=O)[O-])c2)c1=O)NCCc1ccccc1 | -0.8 | 20.1 | i
